Screens: PubChem, several laboratories
FID counter = fluorescent intercalator displacement, NS3 helicase counter-screen | inhibition, % at 7.9 µM | 290,000 tested, 0.17% active | AID 1845 | DNA fluorescent intercalator displacement, fluorescence; in the data active means inhibition above about 37%;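 further: 0% = vehicle and 100% = reference compound; higher means more ethidium bromide displaced from hairpin DNA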
GPR7 antag = human neuropeptides B/W receptor 1 antagonism. P48145. GPR7-expressing cells, fluorescence antagonist assay. inhibition, % at 4.4 µM. 290,000 tested, 1.1% active; in the data active means inhibition above about 16%, passing the limit was not always enough;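 further: cells stimulated with the agonist NPW; 0% = agonist with vehicle and 100% = vehicle without agonist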
OXTR ag = human OXTR agonism. 320,000 tested, 0.32% active. CHO-OTR cells, Fluo-8 calcium fluorescence; normalized: DMSO 0%, oxytocin 100%. AID 2435. activation, % at 3 µM. P30559;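 active means activation above the mean of all tested compounds plus 3 SD, cutoff set per screening run, cut at about 20% in these data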;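 further: peak over basal fluorescence ratio from a 100 s FLIPR kinetic read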
Target sequence (P30559 whole entry, looked up): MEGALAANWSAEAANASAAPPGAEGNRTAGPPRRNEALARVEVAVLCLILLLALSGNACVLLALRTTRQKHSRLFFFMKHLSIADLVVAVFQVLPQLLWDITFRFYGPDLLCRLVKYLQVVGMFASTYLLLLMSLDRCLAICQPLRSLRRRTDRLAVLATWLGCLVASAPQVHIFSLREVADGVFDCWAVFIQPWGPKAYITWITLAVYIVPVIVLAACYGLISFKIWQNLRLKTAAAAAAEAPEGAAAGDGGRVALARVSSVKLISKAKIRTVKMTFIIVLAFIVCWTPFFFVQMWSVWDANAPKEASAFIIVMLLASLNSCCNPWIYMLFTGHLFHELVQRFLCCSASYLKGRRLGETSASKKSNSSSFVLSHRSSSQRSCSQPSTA
PHOSPHO1 block = blocks human PHOSPHO1 phosphatase activity. recombinant PHOSPHO1, absorbance phosphatase assay. inhibition, % at 13.3 µM. Q8TCT1. AID 1565. 290,000 tested, 1.1% active; in the data active means inhibition above about 60%
HCV NS3 hel inh = blocks Hepatitis C virus NS3 helicase unwinding | NS3 helicase DNA unwinding, Cy5 molecular beacon fluorescence | inhibition, % at 10.9 µM | 290,000 tested, 0.56% active;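 active means inhibition above the mean of all tested compounds plus 3 SD, set per campaign, cut at about 35% in these data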;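 further: 0% = DMSO wells and 100% = thioflavine S control wells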
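Control set: DMSO versus 110 µM thioflavine S; Material: NS3 helicase fragment of HCV; Measured by: Cy5 fluorescence at 0 and 60 min, beacon hairpin quenching; Read-out basis: percent inhibition from t60/t0 fluorescence ratio; Times: reaction time 60 min, 25 °C; Repeats: single replicate; Compound dosing: single dose, 10.9 µM nominal final, DMSO 0.8% final.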
VIM-2 inhibitor = blocks Pseudomonas aeruginosa VIM-2 metallo-beta-lactamase | purified VIM-2, nitrocefin hydrolysis, epi-absorbance fluorescence | inhibition, % at 5.6 µM | 290,000 tested, 0.89% active | AID 1527;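 active means inhibition above the mean of all tested compounds plus 3 SD, cutoff set per screening run, cut at about 7.5% in these data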;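 further: red hydrolysis product quenches plate fluorescence so inhibitors raise well fluorescence; 0% = enzyme with DMSO and 100% = DMSO without enzyme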
GalR3 antagonist = human GalR3 antagonism. O60755. HEK293 GalR3-CNG cAMP membrane potential fluorescence; galR3 body fused to GalR1 C-terminus. inhibition, % at 3 µM. 360,000 tested, 0.44% active;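 active means inhibition above the screen-wide average plus 3 SD, cut at about 13% in these data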;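 further: forskolin and galanin both at EC90 stimulate the cells; cAMP rise reported by CNG channel membrane potential dye signal; 0% = forskolin plus galanin with DMSO and 100% = forskolin alone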
V1aR counter = V1a receptor agonism, counter-screen for OXTR agonists. P37288. CHO-V1R cells, Fluo-8 calcium fluorescence, agonist mode; 0% DMSO, 100% 3 nM vasopressin. activation, % at 3 µM. 320,000 tested, 0.25% active. AID 2797;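 active means activation above the mean activation of all tested compounds plus 3 SD, per screening run, cut at about 20% in these data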;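 further: signal is peak over basal fluorescence ratio across a 100 second FLIPR read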
Target sequence (P37288 whole entry, looked up): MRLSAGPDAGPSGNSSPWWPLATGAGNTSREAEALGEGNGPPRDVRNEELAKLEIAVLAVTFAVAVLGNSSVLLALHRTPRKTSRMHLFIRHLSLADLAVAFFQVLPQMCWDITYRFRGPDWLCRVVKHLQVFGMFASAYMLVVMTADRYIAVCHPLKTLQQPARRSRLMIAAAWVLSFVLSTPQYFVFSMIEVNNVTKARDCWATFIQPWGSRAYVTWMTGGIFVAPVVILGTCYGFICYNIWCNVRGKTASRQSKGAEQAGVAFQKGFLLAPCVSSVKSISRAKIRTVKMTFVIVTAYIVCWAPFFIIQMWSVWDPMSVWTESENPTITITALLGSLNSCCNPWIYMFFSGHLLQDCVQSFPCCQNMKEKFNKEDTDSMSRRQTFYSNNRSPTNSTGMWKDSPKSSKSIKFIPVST
IMP-1 inhibitor = inhibitors of Pseudomonas aeruginosa IMP-1 metallo-beta-lactamase; purified IMP-1, nitrocefin hydrolysis, epi-absorbance fluorescence; inhibition, % at 5.6 µM; 290,000 tested, 0.45% active;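 active means inhibition above the mean plus 3 SD of all compounds in the same screening run, cut at about 4.5% in these data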;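 further: 0% = IMP-1 with DMSO and 100% = DMSO wells lacking enzyme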
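Assay system: purified recombinant IMP-1 beta-lactamase. Input: IMP-1 0.2 nM before substrate addition. Buffer or medium: Zinc- and detergent-supplemented HEPES buffer, pH 7.1. Schedule: 25 °C, 15 min preincubation, 25 min reaction. Signal: Epi-absorbance fluorescence, 480 nm excitation, 530 nm emission. Evaluation: percent inhibition from optical density relative to buffer-blank wells.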
* marks the source's active call; other numbers are inactive results; . = no result given.

Order of values: FID counter, GPR7 antag, OXTR ag, PHOSPHO1 block, HCV NS3 hel inh, VIM-2 inhibitor, GalR3 antagonist, V1aR counter, IMP-1 inhibitor
Cc1cccc2c1N1C(=O)c3c(C(=O)O)cccc3C1CC2C (stereo unspecified)
 : -6.0, -15.5, -1.4, -10.4, -5.5, -0.8, -1.1, -0.7, 1.9
CC(C)C(=O)N1CCC2(CC1)Oc1ccc(F)cc1C(=O)C21CC(c2ccccc2)=NO1 (stereo unspecified)
 : ., ., -2.0, 26.5, ., ., -3.5, -0.6, .
Cc1[nH]nc2c1C(c1ccc(-c3ccc(Cl)cc3)o1)C(C#N)=C(N)O2 (stereo unspecified)
 : -12.2, 7.1, 0.0, 20.7, 22.5, -3.0, -2.2, -0.1, -2.9
CCOc1ccc(CCNC(=O)Cn2nc(C)c3c(C)n(-c4ccccc4)nc3c2=O)cc1
 : -44.0, -16.3, -2.1, 47.7, 11.2, -2.2, -0.6, -0.4, -0.3
COc1ccccc1Nc1nc(-c2sc(NC(=O)CC(C)C)nc2C)cs1
 : 5.2, 1.5, -2.8, 76.8*, -1.3, -1.5, -8.0, -0.9, -1.0
O=C1c2ccccc2C(O)N1Cc1cccs1 (stereo unspecified)
 : 2.0, -18.2, 1.3, 10.9, 17.3, -1.7, -2.4, 1.9, -2.9
Cc1cc(-c2csc3nc[nH]c(=S)c23)cc(C)c1C
 : -14.5, -38.0, -1.9, 41.2, -1.4, -1.7, -3.8, -1.0, -3.2
Cc1ccc(C(=O)O/N=C(\N)c2ccccn2)c(C)c1
 : -13.4, 11.9, -1.4, 52.6, -2.4, -3.4, -5.7, -0.9, -1.9
Cc1ccc2cc(/C=N/Nc3nc4ccccc4[nH]3)c(Cl)nc2c1
 : -1.0, 17.4, ., 7.0, 2.1, -2.6, -2.2, ., -1.6
COC(=O)CCCc1nc2ccccc2s1
 : -2.8, -8.6, -0.2, 24.2, 6.7, -2.8, -2.9, 0.8, -0.7
CC(=O)Nc1cc(C)nn1-c1nc(C)cc(C)n1
 : -6.9, -7.2, 0.5, 40.0, 4.4, 9.3*, 1.2, -0.5, -0.3
O=C1NC[C@H](Cc2ccc(O)cc2)N(CC2CCCCC2)C1=O
 : ., ., 0.2, 25.1, ., ., -2.1, 0.5, .
COc1ccc(-n2c(Cc3cccn3C)nnc2SCC(=O)Nc2cc(Cl)ccc2OC)cc1
 : -28.9, 14.8, 2.9, -6.2, -11.3, 0.1, -1.5, 3.2, -1.8
CCOC(=O)CN1C(=O)c2ccccc2Sc2ncccc21
 : -4.0, 2.4, -0.1, 35.1, 5.2, -0.1, -9.0, 0.4, -1.9
O=C(C1=C(O)C(=O)N(CCCn2ccnc2)C1c1ccc(F)cc1)c1ccco1 (stereo unspecified)
 : -7.6, -6.7, -0.4, 37.6, 11.4, 0.1, -1.2, 0.5, -1.5
C=CCn1c(-c2cccs2)nc2ccccc21
 : -11.7, -9.8, -2.6, 41.9, -0.7, 3.5, -6.3, -1.3, -0.1
COc1ccccc1NC(=O)c1cnc(SC)nc1
 : -3.6, -8.3, 0.7, 35.6, 2.4, -2.2, -3.4, -0.9, -3.8
COCC(=O)N1CCCC(N(C)CCc2ccc(OC)c(OC)c2)C1 (stereo unspecified)
 : -1.9, -12.0, 0.5, 13.9, -0.2, -2.2, -3.5, 0.8, 8.0*
CC(=O)n1cc(/C=N/NC(N)=S)c2ccccc21
 : -5.3, 10.6, 1.9, -11.2, -6.5, -3.3, 0.1, 1.2, -5.3
O=[N+]([O-])c1ccc(C(=S)N2CCN(c3ccc(F)cc3)CC2)cc1
 : 4.3, 39.9*, -2.3, -41.1, -14.2, 2.9, -5.5, 4.0, 2.4
CN(C)c1cccc(C(=O)OCC(=O)Nc2ccccc2-c2ccccc2)c1
 : -21.7, -16.1, -2.0, 0.8, 10.5, -1.8, 1.5, 0.3, -1.7
CCn1c(SCC(=O)c2[nH]c(C)c(C(C)=O)c2C)nnc1-c1ccncc1
 : -13.7, 0.5, 1.5, -27.3, 7.2, -0.9, -1.6, 1.2, -3.4
COCCn1c(=S)[nH]c2cc(C(=O)NCCc3ccc(OC)c(OC)c3)ccc2c1=O
 : -8.4, -1.0, 0.4, 18.1, 2.8, -3.1, -3.3, -0.4, -3.4
O=C(COC(=O)c1cc(=O)[nH]c2ccccc12)Nc1nc(-c2cccc(Br)c2)cs1
 : -2.0, 5.6, -1.4, 15.0, 0.6, -1.4, -1.6, -0.7, -0.1
Cn1c2c(c(=O)n(C)c1=O)C(c1ccccc1Cl)C(C#N)=C(N)O2 (stereo unspecified)
 : -1.8, -9.9, -0.6, 8.1, -7.0, -1.1, -0.8, -1.3, -1.6
COc1ccc2[nH]c(C(O)(Cc3cccnc3)Cc3cccnc3)cc2c1
 : -9.1, 4.8, -0.6, 10.8, 7.3, 0.5, 2.3, -0.5, -2.0
COc1ccccc1C(=O)NCCNC(=O)c1ccco1
 : 3.4, -3.0, 0.0, -10.8, -5.0, 2.0, -4.5, 0.5, -0.9
CC1(C)CC(N(Cc2ccc(F)cc2)C(=O)c2ccc(F)cc2)CCO1 (stereo unspecified)
 : -23.9, -11.6, -1.4, 15.9, 11.2, -0.6, -6.2, -1.0, -1.5
Cn1c(=O)c(C(=O)CN2CCOCC2)c(N)n(Cc2ccccc2)c1=O
 : 5.2, -10.2, 0.8, 33.8, -2.2, 0.3, -2.8, 0.2, -1.6
O=C(CN1C(=O)C2C3CCC(C3)C2C1=O)N1CCN(Cc2ccccc2)CC1 (stereo unspecified)
 : -8.2, -2.5, 0.8, 3.4, 2.3, -2.6, -1.6, 0.2, -2.2

Brought forward from above: 5 entries; new compounds follow.
Order of values: FID counter, GPR7 antag, OXTR ag, PHOSPHO1 block, HCV NS3 hel inh, VIM-2 inhibitor, GalR3 antagonist, V1aR counter, IMP-1 inhibitor
COc1ccc2[nH]c(C(O)(Cc3cccnc3)Cc3cccnc3)cc2c1
 : -9.1, 4.8, -0.6, 10.8, 7.3, 0.5, 2.3, -0.5, -2.0
COc1ccccc1C(=O)NCCNC(=O)c1ccco1
 : 3.4, -3.0, 0.0, -10.8, -5.0, 2.0, -4.5, 0.5, -0.9
CC1(C)CC(N(Cc2ccc(F)cc2)C(=O)c2ccc(F)cc2)CCO1 (stereo unspecified)
 : -23.9, -11.6, -1.4, 15.9, 11.2, -0.6, -6.2, -1.0, -1.5
Cn1c(=O)c(C(=O)CN2CCOCC2)c(N)n(Cc2ccccc2)c1=O
 : 5.2, -10.2, 0.8, 33.8, -2.2, 0.3, -2.8, 0.2, -1.6
O=C(CN1C(=O)C2C3CCC(C3)C2C1=O)N1CCN(Cc2ccccc2)CC1 (stereo unspecified)
 : -8.2, -2.5, 0.8, 3.4, 2.3, -2.6, -1.6, 0.2, -2.2
CC1=C(C)/C(=N\OS(=O)(=O)c2ccccc2)C=CC1=O
 : 3.5, 57.9*, 19.3, -2.2, -4.8, -2.1, ., 13.8, -0.1
N#Cc1ccccc1Sc1ccccc1N
 : -1.9, -14.6, -0.9, 27.6, -2.0, -1.4, ., -0.6, -1.5
O=C1C(=Nc2cccc(Cl)c2)CC(c2ccc(Cl)cc2)N1c1cccc(Cl)c1 (stereo unspecified)
 : -1.1, -12.5, ., 20.3, -0.6, -3.6, -4.6, ., -2.6
O=C(C1=C[C@@H](C2CCCCC2)C[C@@H](OCCCCO)O1)N1CCOCC1
 : -28.7, 0.6, 1.5, 30.4, -4.9, -3.0, -4.3, 1.3, 0.3
Cc1occc1-c1nnc(SCC(=O)N2CCCCC2)o1
 : -6.2, 1.5, -0.1, 27.7, 2.4, -5.5, 2.5, -0.4, -3.6
CC(=O)N1c2ccc(S(=O)(=O)NCCC(=O)N(C)Cc3ccccc3)cc2CC1C (stereo unspecified)
 : -39.2, -11.4, 2.0, 19.9, 5.9, -2.3, -5.1, 1.4, -2.9
N/C(COc1ncn(-c2ccccc2)n1)=N\S(=O)(=O)c1ccc(Cl)cc1Cl
 : -23.0, -21.4, -0.1, 33.5, -0.7, -1.2, -1.3, 1.3, 0.3
O=C(c1ccc(Br)o1)N(Cc1ccccc1)c1ccccn1
 : -10.8, -8.1, -0.3, -16.2, -1.0, -3.6, -5.1, 4.1, -0.1
COc1ccc(N/C(C)=C2/C(=O)C(=O)N(CCO)C2c2ccc([N+](=O)[O-])cc2)cc1 (stereo unspecified)
 : -1.9, -13.3, -0.9, 5.9, 0.3, 0.4, -2.8, 0.1, 1.0
CCOC(=O)c1ccccc1NC(=O)c1cccnc1
 : -10.1, -11.7, -1.4, 4.9, -7.3, -0.6, -1.6, -0.4, -2.5
O=C(O)c1cccc(COc2ccccc2Cl)c1
 : ., ., 3.3, 3.5, ., ., -7.6, -0.2, .
NS(=O)(=O)c1ccc(NC(=O)COc2ncnc3c2cnn3-c2ccccc2)cc1
 : 4.1, -4.9, -0.1, 37.8, 7.5, -1.9, -8.5, 0.4, -2.1
c1ccc(CCc2nn3c(-c4ccncc4)nnc3s2)cc1
 : -17.0, -9.3, 0.9, -21.3, -2.0, 1.4, -1.1, 0.3, 0.8
CN1CCN(c2ccc(CNS(=O)(=O)Cc3ccc(Cl)cc3)cc2)CC1
 : 12.6, -2.2, 3.1, 20.3, -6.2, -0.5, -6.5, 2.7, -2.4
CCOC(=O)c1oc2ccccc2c1NC(=O)c1cccc(OC)c1
 : -7.2, -17.1, 0.6, 14.7, -0.4, -0.1, -6.2, -1.0, -2.1
O=C(CCCNC(=O)c1ccc(Cl)cc1)Nc1ccc(S(=O)(=O)Nc2ncccn2)cc1
 : -8.4, 0.6, -0.6, 24.4, -2.5, 0.9, -1.4, 0.7, -0.9

One compound at a time, from the list above. Order of values: FID counter	GPR7 antag	OXTR ag	PHOSPHO1 block	HCV NS3 hel inh	VIM-2 inhibitor	GalR3 antagonist	V1aR counter	IMP-1 inhibitor
Entry for `O=C(C1=C[C@@H](C2CCCCC2)C[C@@H](OCCCCO)O1)N1CCOCC1` → -28.7	0.6	1.5	30.4	-4.9	-3.0	-4.3	1.3	0.3
Entry for `O=C(c1ccc(Br)o1)N(Cc1ccccc1)c1ccccn1` → -10.8	-8.1	-0.3	-16.2	-1.0	-3.6	-5.1	4.1	-0.1
